Assay outcomes deposited in PubChem BioAssay by several laboratories.
Shn3 3UTR inh: reduction of Shn3 3'UTR firefly luciferase signal, primary screen, Schnurri-3 inhibitor project, cell-based, Clone20 osteoblasts, set 2. Clone20 osteoblast Shn3 3'UTR firefly luciferase, 24 h. inhibition, % at 12.5 µM. actives 0.52% (n = 360,000);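 active means mean inhibition of at least 75% with every replicate also reaching 75%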;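 further: 0% = median of neutral control wells and 100% = pilot-screen positive control compound; some compounds past the cut are filed as inactive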
iPSC survival up: enhancers of single-cell hiPSC survival, primary screen, ATPlite luminescence. actives 0.044% (n = 360,000). 100% = ROCK inhibitor wells, 0% = DMSO. survival enhancement, % at 20 µM; in the data active means survival enhancement above about 18%;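 further: cells exposed to compounds for 16 hours before the ATP read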
m5-HT2A agonist: mouse Htr2a agonists via beta-arrestin recruitment, primary screen, cell-based, luminescence | 5-hydroxytryptamine receptor 2A (Mus musculus), P35363 | CHO-K1 mHTR2A beta-arrestin complementation; percent of 30 µM serotonin response | activation, % at 7.6 µM | actives 0.66% (n = 360,000);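 active means activation above a run cutoff, the mean activation of all tested compounds plus 3 SD, cut at about 14% in these data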;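 further: 0% = plate median of compound wells and 100% = 30 µM serotonin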
Peg3 promoter: Peg3 promoter-driven luciferase inhibitors, primary screen, cell-based, HeLa, luciferase luminescence; AID 588405, 2011; HeLa PEG-Prom luciferase reporter, overnight; inhibition, % at 20 µM; actives 1.7% (n = 360,000);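 active means inhibition of at least 50% at 20 µM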
NR2E3 ag-1: inhibitors of NR2E3-RetCOR corepressor binding, primary screen, NR2E3 agonist project, biochemical, TR-FRET, GST-NR2E3, biotin-RetCOR. Photoreceptor-specific nuclear receptor (Homo sapiens), Q9Y5X4. 1536-well. inhibition of corepressor binding, % at 4.78 µM. actives 0.12% (n = 320,000). AID 2300, 2010;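 active means percent inhibition above the cutoff of mean plus 3 SD of all tested compounds, set per screening campaign, cut at about 20% in these data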;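 further: 0% = DMSO wells and 100% = biotin wells as full block of FRET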
Target sequence (Q9Y5X4 whole entry, looked up): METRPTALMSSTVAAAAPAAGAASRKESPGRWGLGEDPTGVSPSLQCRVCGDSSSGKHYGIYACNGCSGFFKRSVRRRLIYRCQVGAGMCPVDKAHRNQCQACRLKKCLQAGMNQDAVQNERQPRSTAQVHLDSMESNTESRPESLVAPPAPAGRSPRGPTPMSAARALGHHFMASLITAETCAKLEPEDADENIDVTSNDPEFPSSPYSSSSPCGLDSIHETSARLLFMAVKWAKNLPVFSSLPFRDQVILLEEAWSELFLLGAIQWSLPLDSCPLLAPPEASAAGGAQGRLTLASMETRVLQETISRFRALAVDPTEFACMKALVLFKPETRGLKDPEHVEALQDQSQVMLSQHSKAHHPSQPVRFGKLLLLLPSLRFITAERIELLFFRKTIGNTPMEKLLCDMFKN
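System: GST-NR2E3 and biotin-RetCOR proteins; probe or stimulus: 7 nM biotin-RetCOR; doses: compound at 4.8 µM, single dose; schedule: Compound–protein incubation for 5 h at 4 °C; detection: time-resolved FRET; read-out: percent inhibition; controls: biotin wells as high control, 0.6% DMSO wells as low control; format: 1536-well plates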
NR2E3 ag-2: NR2E3 agonists in two-hybrid cells, primary screen, cell-based, luminescence, CHO-S, Gal4-NCOR/VP16-NR2E3; Photoreceptor-specific nuclear receptor (Homo sapiens), Q9Y5X4; luciferase; inhibition of corepressor binding, % at 3.98 µM; actives 0.35% (n = 360,000); AID 602229, 2012;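 active means inhibition above the mean of all tested compounds plus 3 SD, cut at about 70% in these data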;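 further: 0% = DMSO with NR2E3 transfected cells and 100% = cells lacking NR2E3 construct; higher means lower luciferase signal from less NR2E3 corepressor binding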
PDI turbidity: inhibitors of human PDI, primary screen, biochemical, turbidity, single point, plate reader | inhibition, % at 10 µM | actives 0.052% (n = 350,000) | PDI insulin aggregation turbidity, A650, 90 min | Protein disulfide-isomerase (Homo sapiens), P07237;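 active means mean inhibition across replicates of 30% or more, whatever share of single replicates reach that level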;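 further: absorbance from insulin aggregation driven by PDI reduction with DTT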
Target sequence (P07237 whole entry, looked up): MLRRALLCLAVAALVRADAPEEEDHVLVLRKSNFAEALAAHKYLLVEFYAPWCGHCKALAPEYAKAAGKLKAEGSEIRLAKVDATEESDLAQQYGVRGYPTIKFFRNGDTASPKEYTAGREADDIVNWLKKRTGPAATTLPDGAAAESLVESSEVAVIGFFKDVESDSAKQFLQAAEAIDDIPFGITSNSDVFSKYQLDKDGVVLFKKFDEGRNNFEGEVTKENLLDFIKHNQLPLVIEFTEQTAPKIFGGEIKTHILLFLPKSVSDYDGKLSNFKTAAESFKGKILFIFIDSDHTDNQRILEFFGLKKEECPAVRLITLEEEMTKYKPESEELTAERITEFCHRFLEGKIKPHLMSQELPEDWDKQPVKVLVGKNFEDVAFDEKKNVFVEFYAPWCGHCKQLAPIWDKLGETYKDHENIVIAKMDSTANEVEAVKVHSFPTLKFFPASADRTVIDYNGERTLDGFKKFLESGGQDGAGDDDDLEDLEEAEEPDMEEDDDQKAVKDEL
TRPM1 prom inh: inhibitors of MITF-dependent TRPM1 promoter reporter, primary screen, cell-based, SK-MEL-5, single point, luciferase; AID 488899, 2010; inhibition, % at 12.5 µM; SK-MEL-5 TRPM1 promoter luciferase, 24 h; actives 0.83% (n = 330,000);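 active means mean inhibition across replicates of 60% or more, whatever share of single replicates reaches that level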; further: values of inactives mirror those of a sister screen read the other way
CaV13 ICDI inh: Primary screen for inhibitors of IQ motif and Ca2+-dependent inactivation inhibitor domain binding in CACNA1D, Förster resonance energy transfer in living cells, …; HEK cells, CFP/YFP FRET ICDI-IQ, plate reader, 10 min; percent FRET-ratio fall versus neutral wells; inhibition, % at 12.3 µM; actives 0.098% (n = 340,000);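 active means mean replicate inhibition of at least 30% and at least 1% of replicates passing that level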;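 further: 0% = median of the neutral control wells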
HIF-2a inh: HIF-2a reporter inhibitors, primary screen, luminescence, 786-0 RCC cells; actives 0.72% (n = 360,000); inhibition, % at 18.8 µM; AID 624352, 2012; 786-0 RCC cells HIF-2a reporter, luciferase luminescence, overnight;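 active means inhibition of the luminescence signal of 40% or more relative to plate controls, in a single-dose primary screen at 18.75 µM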
H9c2 protect: cardioprotection against H2O2-induced cell death, primary screen, uHTS, H9c2 cells, ATPLite luminescence; protection from H2O2 cell death, % at 20 µM; AID 588492, 2011; H9c2 cardiomyocytes, H2O2 injury protection, 2 h; actives 0.63% (n = 360,000);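 active means compounds giving at least 50% protection of heart cells from peroxide-induced death in the single-dose screen, raw or plate-pattern-corrected value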;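 further: 0% = DMSO wells with peroxide and 100% = DMSO wells without peroxide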
Numbers without * were called inactive; · = not tested or not shown.

Results follow in this order: Shn3 3UTR inh	iPSC survival up	m5-HT2A agonist	Peg3 promoter	NR2E3 ag-1	NR2E3 ag-2	PDI turbidity	TRPM1 prom inh	CaV13 ICDI inh	HIF-2a inh	H9c2 protect
CC(C)(C)c1ccc(C(=O)NNc2ncccc2-n2cccc2)cc1
    -13	-0.4	-11	-8	-2	-3	1	-15	-5	-23	3
CN(C)S(=O)(=O)c1cccc(NC(=S)N/N=C/c2cc(Br)ccc2O)c1
    91*	-0.6	-4	54*	2	-33	-5	67*	-10	-5	11
COC(=O)c1ccccc1NC(=O)Cn1c(CCC(=O)O)ccc1-c1cccs1
    -33	-1.7	1	8	3	-11	7	-6	-3	1	1
COc1ccc(CCNC(=O)c2ccc(Cl)cc2Cl)cc1
    -5	-0.6	1	-50	0	-25	0	-4	-4	-22	1
Cn1c(=O)cc(OCCCC(=O)NC2CCCC2)c2ccccc21
    -50	-2.7	-2	-8	-3	-9	7	7	·	-49	1
Cc1cccc(C(=O)Nc2cc(Cl)ccc2-n2cncn2)c1[N+](=O)[O-]
    0	-0.1	-5	20	5	-23	-2	24	-2	11	-4
O=C(Cn1c(=O)n(CCCCC(=O)NC2CCCC2)c(=O)c2ccccc21)NCCC1=CCCCC1
    9	2.6	0	4	0	-2	-3	-9	-4	12	7
O=C(NC(c1ccccc1)c1ccsc1)C1CCN(Cc2ccccc2)CC1 (centres undefined)
    -5	-2.3	8	18	·	38	-3	·	-4	6	3
CCC(CC)c1nnc(NC(=O)c2c(C)nn(Cc3ccccc3Cl)c2C)s1
    8	-0.6	10	25	1	10	29	10	-2	20	-9
CCOCCc1nnc(NC(=O)CS(=O)(=O)c2ccc(C)cc2)s1
    4	-0.5	5	-18	2	-4	-12	-1	-3	4	6
CN(CC(=O)N1CCN(Cc2ccccc2)CC1)S(=O)(=O)c1ccc(Br)cc1
    14	0.0	-7	24	4	25	3	-3	-9	8	-1
Cc1cc(C)cc(CC2CC(=O)N(c3ccc4c(c3)OCCO4)C2=O)c1 (centres undefined)
    8	-0.5	-3	4	3	-19	-4	8	·	-13	4
O=C1/C(=C/c2ccncc2)CCc2ccccc21
    24	-0.6	3	28	4	2	0	13	-2	13	-5
CCOC(=O)C1CCCN(CCc2ccccc2)C1 (centres undefined)
    6	0.5	-1	6	·	10	1	-5	-2	11	3
Cc1ccccc1S(=O)(=O)Cc1ccc(C(=O)N2CCN(C3CCCCC3)CC2)o1
    3	-1.4	-4	-3	-1	6	2	-6	-7	6	-1
CC1CCCCN1c1cc(C#N)c(C#N)cc1[N+](=O)[O-] (centres undefined)
    4	0.1	4	25	-1	-9	7	11	·	11	-4
O=C1CC(c2ccc(Cl)cc2)SC(N(c2ccccc2)c2ccccc2)=N1 (centres undefined)
    -33	-1.6	-2	48	0	-20	-7	4	-15	28	-3
CCCCOCCCNC(=O)C[C@@H]1C[C@@]2(C(=O)OCC)CCC=C2N(Cc2ccccc2)C1=O
    ·	0.7	-2	·	·	-6	·	·	-7	10	·
Cc1ccc(N2C(=O)c3cccc4c(Oc5ccccc5[N+](=O)[O-])ccc(c34)C2=O)c(C)c1
    30	-0.9	2	10	2	-2	2	-9	-3	12	1
N/C(=N\N=C\c1ccc([N+](=O)[O-])cc1)c1nonc1N
    ·	-0.8	5	-241	1	-70	-4	-55	-4	-215	4
Cc1cc(C)nc(NC(=O)c2cc([N+](=O)[O-])cc([N+](=O)[O-])c2)n1
    -31	0.1	3	20	-3	12	-10	4	-18	11	-1
O=[N+]([O-])c1ccccc1N/N=C/c1ccc2c(c1)OCO2
    -4	-0.2	0	-107	·	-94	-15	-18	-4	-234	-12
Cc1cc(C)c2c(=O)n(CC(=O)NCCCN3CCOCC3)sc2n1
    -19	-2.1	10	-5	1	17	2	·	·	-10	22
O=C(Nc1cccc(Cl)c1)OCc1cnc(Cl)s1
    5	-1.9	-4	-34	0	-41	4	-25	-12	-93	-16
O=C(NC(=S)NCC1COc2ccccc2O1)c1ccccc1 (centres undefined)
    7	1.4	4	-30	-1	-5	2	-3	·	-56	31
COc1ccccc1OCc1cc(C(=O)NCc2ccc(N3CCCC3=O)cc2)no1
    -6	0.7	8	-52	1	-24	-2	-19	-7	-92	-2
Cc1nc(-n2[nH]c3c(c2=O)CCCC3)[nH]c(=O)c1Cc1ccccc1
    83	0.9	-10	43	-3	22	5	16	-5	28	70*
CCCCNCCOCCOc1ccc(C)cc1Br
    -20	-2.0	-6	-12	-1	10	-22	-14	-3	12	10
CCOC(=O)c1[nH]c(C)c(/C(O)=C2\C(=O)C(=O)N(CCN(C)C)C2c2cccc(OC)c2OC)c1C (centres undefined)
    4	-1.4	-2	-9	0	-15	16	2	·	10	3
CC(C)c1ccc(NC2CCCN(C(=O)c3n[nH]c4c3CCC4)C2)cc1 (centres undefined)
    27	0.0	-1	-30	1	10	6	32	-7	-52	-9

Retrieved by structure from the list above (2):
Results follow in this order: Shn3 3UTR inh	iPSC survival up	m5-HT2A agonist	Peg3 promoter	NR2E3 ag-1	NR2E3 ag-2	PDI turbidity	TRPM1 prom inh	CaV13 ICDI inh	HIF-2a inh	H9c2 protect
O=C(Nc1cccc(Cl)c1)OCc1cnc(Cl)s1
    5	-1.9	-4	-34	0	-41	4	-25	-12	-93	-16
CCOC(=O)C1CCCN(CCc2ccccc2)C1 (centres undefined)
    6	0.5	-1	6	·	10	1	-5	-2	11	3

The list goes on:
Results follow in this order: Shn3 3UTR inh	iPSC survival up	m5-HT2A agonist	Peg3 promoter	NR2E3 ag-1	NR2E3 ag-2	PDI turbidity	TRPM1 prom inh	CaV13 ICDI inh	HIF-2a inh	H9c2 protect
c1cncc(-c2nnc(C3CCCCC3)o2)c1
    -11	1.1	-1	-20	0	-2	0	-25	-9	5	-4
Cc1ccc(Nc2cc(C)nc3ncnn23)cc1
    -1	-0.6	-2	12	1	-9	-11	10	-6	10	10
Cc1nc(CSc2nnc3scc(-c4ccc(Cl)cc4)n23)cs1
    12	-0.2	-5	18	5	-4	3	-4	-4	19	0
O=C(CCN1c2ccccc2Sc2ccccc21)OCc1nnc(-c2ccccc2)o1
    3	-2.2	-3	15	-4	-2	6	-4	-2	6	-6
O=C(c1ccc(Cl)cc1)N1CCN(c2ccc(N3CCOCC3)nn2)CC1
    -10	-2.9	-2	1	·	1	3	·	-13	12	7
CC1CC(C)CN(C2CCN(Cc3cccnc3)CC2)C1 (centres undefined)
    -4	1.0	3	1	-2	-1	5	6	0	14	9
O=C(NCCCN1CCOCC1)c1ccc(NS(=O)(=O)c2cccc([N+](=O)[O-])c2)cc1
    9	1.5	6	10	0	-15	-2	-6	-6	0	2
Cc1ccc(/C(N)=N/OC(=O)CCCc2ccccc2)cc1
    -25	-0.5	-1	-106	2	-30	0	-21	-8	-189	-3
Clc1ccccc1-c1nnc2sc(-c3ccco3)nn12
    -7	0.2	8	-11	0	-4	5	-23	·	-14	3
CC(C)(Oc1ccc(Cl)cc1)C(=O)NCc1ccco1
    -8	-4.6	-1	12	1	-23	2	0	-5	7	10
COc1ccccc1CCNC(=O)c1cc(COc2cccc(C(F)(F)F)c2)on1
    8	0.6	2	4	-3	8	-4	-7	-6	4	-4
CCN(CC)CC(O)Cn1c2ccccc2c2ccccc21 (centres undefined)
    20	-1.9	-2	-23	1	15	-7	-15	-3	0	12
O=c1o[nH]c(-c2ccccc2)c1C1=NCCCCC1
    4	-0.9	-4	5	-1	15	-2	9	-9	5	-6
COc1cc2c(c(Br)c1N)-c1cc(Br)c(N)cc1C2=O
    -58	2.8	-5	-50	·	-48	-12	·	-12	-60	-2
Cn1cc(P(=S)(N2CCOCC2)N2CCOCC2)cc1P(=O)(N1CCOCC1)N1CCOCC1
    -11	0.3	3	14	-4	5	-2	4	-5	20	4
COCc1cc(C)nc2sc3c(=O)n(Cc4ccco4)nnc3c12
    9	-0.5	-1	4	·	0	-2	·	-6	-6	6
COc1ccc(NC(=O)/C(C#N)=C\C=C\c2ccco2)cc1
    8	-1.2	-4	-1	3	-30	-1	2	-4	-12	-6
CC1CCCC(NC(=O)CCNS(=O)(=O)c2ccc(Br)cc2)C1C (centres undefined)
    23	-0.1	0	1	2	7	-1	3	-8	17	0
CC1(C)Cc2c(c(N3CCOCC3)nc3sc4c(=O)[nH]cnc4c23)CS1
    14	-1.2	0	9	0	13	3	-17	-4	7	17
COc1ccc(NC(=O)Nc2nnc(N3CCCCC3C)s2)cc1OC (centres undefined)
    -5	-1.9	0	4	6	-45	4	·	-6	-12	-10
CCN(CC)CC(=O)Nc1ccccc1SCC(=O)Nc1ccsc1C(=O)OC
    26	1.5	0	12	-1	2	-6	17	-4	6	7
O=C(Nc1ccc2c(c1)OCO2)C1CCCCC1
    -26	-0.2	-2	-81	3	-5	-2	-42	-5	-129	-1
CCn1cc(C(=O)NCCN(C)CCc2ccccc2)c(=O)c2cc(S(=O)(=O)N(C)C)ccc21
    -32	-1.2	-6	6	-1	-8	5	2	-4	12	8
CCC(=O)Nc1ccc(NC(=O)C23CC4CC(CC(C4)C2)C3)cn1
    3	0.0	-1	-160	-3	-30	9	-22	-4	-88	1
CC(/C=N/NC(=O)c1ccncc1)=C\c1ccco1
    -13	-0.7	1	-16	-6	-7	4	-9	-4	-13	1
C1=C[C@@H]2CCN(Cc3ccccc3)Cc3cccc(c32)C1
    -11	-3.3	1	-8	6	3	3	-4	-12	18	23
O=C(COC(=O)COc1ccccc1)Nc1ccc(S(=O)(=O)N2CCOCC2)cc1
    -27	0.4	3	5	1	26	3	7	-6	14	-2
O=C(COc1coc(CN2CCc3ccccc3C2)cc1=O)Nc1cccc(Cl)c1
    12	-0.5	-4	7	1	-8	5	6	-5	-22	-4
O=S(=O)(c1ccccc1)c1nc(-c2ccccc2)oc1NCc1cccnc1
    10	0.4	1	18	3	16	-4	-3	-6	14	13
Cc1ccc(NC(=O)c2nnn(-c3cccc(C(F)(F)F)c3)c2N)cc1
    -15	-0.5	-1	-34	0	-9	3	-14	-1	-45	7
COc1ccccc1NS(=O)(=O)c1cccc(NS(=O)(=O)c2ccc(Cl)c(C(=O)O)c2)c1
    8	-2.3	-4	1	·	-20	10	3	-5	10	7

Rows were taken by chance, and some 3.9% of all compounds hit somewhere here.
